CendR NRP1 mod – alters CendR peptide binding to human NRP-1; 0.85% of 360,000 active; FAM-RPARPAR peptide binding to NRP-1, fluorescence polarization; AID 602438; inhibition, % at 25 µM;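 active means inhibition or corrected inhibition above about 18%, plus a signal ratio from 0.5 to 1.5, limit read from the data, passing the limit was not always enough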; further: strong numbers were not always called active
FAS-TE inh – inhibitors of human fatty acid synthase thioesterase domain; P49327; recombinant FAS-TE, OMFH fluorogenic substrate, fluorescence endpoint; inhibition, % at 15 µM; 0.67% of 360,000 active; AID 602261;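 active means compounds whose normalised, plate-corrected inhibition of enzyme fluorescence in the single-dose primary screen is 50% or more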;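 further: 0% = DMSO with enzyme and 100% = substrate without enzyme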
MsrA inhibitor – inhibits bovine methionine sulfoxide reductase A; purified bovine MsrA, absorbance read-out; inhibition, % at 15.5 µM; 0.75% of 360,000 active; in the data active means inhibition above about 4.5%;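 further: 0% = vehicle wells with enzyme and 100% = reference inhibitor wells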
Rin1 Abl inh – blocks binding of human Rin1 to Abl. AID 588664. P00519+Q13671. 0.4% of 360,000 active. TR-FRET Rin1/Abl binding, biochemical. inhibition, % at 7.35 µM; in the data active means inhibition above about 5%, passing the limit was not always enough
E coli Lon inh – E. coli protease La inhibition; purified E. coli Lon protease, fluorescence polarization; inhibition, % at 7.94 µM; 0.42% of 360,000 active; in the data active means inhibition above about 13%, passing the limit was not always enough;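 further: 0% = enzyme with probe and DMSO and 100% = no enzyme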
bovine MsrA act – activates bovine MsrA enzyme; purified bovine MsrA, absorbance read-out; activation, % at 10.6 µM; 0.3% of 360,000 active; AID 602163; in the data active means activation above about 7.5%;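 further: 0% = vehicle and 100% = reference activator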
SKN-1 inh – C. elegans SKN-1 inhibition; 0.49% of 360,000 active; inhibition, % at 21.8 µM; C. elegans VP596 Pgst-4::GFP/RFP ratio, acrylamide-induced, 24 h;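 active means interference check ratio from 0.5 to 1.5 plus GFP to RFP signal ratio inhibition reaching or exceeding a fixed threshold, cut at about 30% in these data, passing the limit was not always enough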; further: some compounds called inactive have numbers as strong as hits
MT1-MMP act inh – blocks activation of human MT1-MMP; P50281; HT1080 RFP-PRO-GFP cells, GFP/RFP ratio fluorescence, overnight; percent of plate control window, DMSO zero; GFP/RFP ratio change, % at 20 µM; 0.061% of 360,000 active;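 active means GFP/RFP ratio change of at least 30% with cell ATP level not reduced by more than half and red fluorescence within 50% of control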; further: strong numbers were not always called active
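system = RFP-PRO-GFP reporter HT1080 cells | dosing = 20 µM single dose, 1% DMSO | timing = overnight cell settling, then overnight compound exposure, 37 °C, 5% CO2 | read-out basis = GFP/RFP fluorescence ratio | controls = DMSO and RFP-L50D-GFP cell wells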
Neddylation inh – cullin neddylation inhibition. 0.58% of 360,000 active. TR-FRET cullin neddylation, biochemical. P61081+Q13564. calls only at 25 µM; in the data active means inhibition above about 36%
Target sequence (P61081 whole entry, looked up): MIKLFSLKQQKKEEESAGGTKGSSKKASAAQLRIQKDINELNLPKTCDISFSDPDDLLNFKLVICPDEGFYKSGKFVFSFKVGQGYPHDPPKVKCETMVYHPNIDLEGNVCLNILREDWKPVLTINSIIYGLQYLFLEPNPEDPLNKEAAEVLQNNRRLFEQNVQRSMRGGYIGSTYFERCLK
Target sequence (Q13564 whole entry, looked up): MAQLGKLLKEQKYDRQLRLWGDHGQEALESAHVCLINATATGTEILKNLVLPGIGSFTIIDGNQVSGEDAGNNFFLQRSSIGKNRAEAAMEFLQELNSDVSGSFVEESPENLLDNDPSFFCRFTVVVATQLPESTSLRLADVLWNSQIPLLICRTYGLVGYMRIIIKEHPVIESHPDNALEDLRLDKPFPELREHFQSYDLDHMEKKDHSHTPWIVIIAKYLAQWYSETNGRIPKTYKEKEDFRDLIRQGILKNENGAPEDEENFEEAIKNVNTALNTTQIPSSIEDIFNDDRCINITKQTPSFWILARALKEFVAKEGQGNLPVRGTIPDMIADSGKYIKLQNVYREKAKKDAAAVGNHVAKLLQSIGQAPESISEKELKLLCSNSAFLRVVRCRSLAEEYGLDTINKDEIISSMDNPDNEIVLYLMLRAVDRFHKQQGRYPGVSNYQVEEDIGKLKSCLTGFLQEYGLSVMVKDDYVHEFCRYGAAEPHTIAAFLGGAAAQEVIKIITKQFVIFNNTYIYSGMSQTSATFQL
Active calls of the source: *; i = inactive; nt = no result given; + = active, no number.

SMILES | CendR NRP1 mod | FAS-TE inh | MsrA inhibitor | Rin1 Abl inh | E coli Lon inh | bovine MsrA act | SKN-1 inh | MT1-MMP act inh | Neddylation inh
COc1ccccc1-n1cnc2cc(NC(C)=O)ccc21 | 2 | -10 | -0.5 | 0 | -9 | -8 | -3 | 5 | i
COc1ccc2cc(-c3ccn[nH]3)ccc2c1 | -4 | -1 | 0.4 | 0 | 3 | -1 | 29 | 3 | i
CC(=O)c1ccc(-c2ccc(C(=O)NCC(c3ccc(F)cc3)N3CCOCC3)o2)cc1 (centres undefined) | 5 | 1 | 3.8 | -3 | -7 | -7 | 11 | -5 | +
O=C(NN1CCOCC1)c1sc2cccc(F)c2c1Cl | -4 | 4 | -0.2 | 4 | -6 | -4 | 0 | -3 | i
CN(C)C(=O)c1cnc(Sc2ncc(C(F)(F)F)cc2Cl)n1C | 7 | -4 | 0.2 | 1 | 0 | 1 | 9 | 4 | i
COc1ccc(OCC(=O)N2CCN(C(=O)c3ccco3)CC2)cc1 | 7 | -9 | 0.3 | -3 | 0 | -2 | 5 | -6 | i
CCN1C(=O)/C(=C/c2ccc(C)o2)N(C)C1=S | 7 | 6 | 0.8 | -3 | -4 | -1 | -5 | 2 | i
COc1ccc(Cl)cc1NC(=O)CN1CCC(n2nnc3ccccc32)CC1 | -5 | 3 | 1.6 | 3 | -3 | -3 | 10 | -2 | i
COC(=O)N(C)C[C@@H]1OCc2cnnn2CCCC(=O)N([C@@H](C)CO)C[C@@H]1C | -13 | -8 | 1.0 | -3 | 6 | 0 | 9 | 4 | i
CCOc1ccc(-n2c(=O)cc(N3CCN(c4ccc(F)cc4)CC3)[nH]c2=O)cc1 | -7 | -4 | 0.4 | 4 | -10 | -2 | 20 | 11 | i
N#Cc1cccc(NC(=O)c2cc(C3CCCCN3C(=O)c3cccs3)on2)c1 (centres undefined) | 0 | 7 | 0.1 | 0 | 15* | -4 | 13 | -3 | i
CCN(Cc1ccccc1)C(=O)Cn1c(=O)n(CC(=O)NCc2ccco2)c(=O)c2sccc21 | -12 | -6 | 0.6 | -2 | 7 | -2 | 12 | 3 | i
Cc1cc(C)nc(SCC(=O)Nn2cnnc2)n1 | 6 | -5 | -1.6 | 1 | -3 | -4 | -14 | 3 | i
CC1(C(=O)Nc2cccc3ncccc23)CCN1C(=O)Cc1ccc(-c2ccccc2)cc1 (centres undefined) | -9 | 18 | -0.4 | -2 | 0 | -1 | 7 | 3 | i
CC(C)CN(C1CCS(=O)(=O)C1)S(=O)(=O)c1ccc(C(C)C)cc1 (centres undefined) | -6 | 10 | -1.4 | -2 | -3 | -1 | 9 | 0 | i
CC1=C(C(=O)OCC2CCCCC2)C(c2ccccc2F)NC(=O)N1 (centres undefined) | 2 | 2 | -1.1 | 2 | 6 | -4 | -13 | 0 | i
CCCOc1ccc(CN(CCO)CCO)cc1C(=O)OC | -9 | -4 | -0.1 | 2 | 2 | -11 | 7 | 2 | i
COc1cc2c(cc1OC)C(c1ccc(-c3cc(Cl)ccc3Cl)o1)=NCC2 | -8 | 30 | nt | -1 | -6 | -3 | 17 | -16 | i
CCC/C=N/NC(=O)CNC(=O)c1ccccc1Cl | 11 | -2 | 1.8 | -4 | -5 | -2 | -3 | 1 | i
O=C(/C=C/[C@H]1O[C@@H](n2ccc(=O)[nH]c2=O)[C@H](O)[C@@H]1O)NCc1ccccn1 | -9 | -8 | -0.8 | 2 | -2 | -11 | 8 | 1 | i
COc1ccccc1C(=O)NCCC(=O)NCCOc1ccc(C)cc1 | 10 | -1 | 0.5 | 0 | -4 | -2 | 4 | -2 | i
CC(C)(C)c1ccc(OCc2ccc(C(=O)NN)o2)cc1 | 11 | -6 | -0.8 | 4 | -1 | -4 | 13 | -3 | i
CC(C)CN(CC(C)C)C(=O)C12CCC(C)(C(=O)O1)C2(C)C (centres undefined) | 2 | -2 | 0.7 | 4 | 7 | -2 | 1 | 1 | i
C=CCNc1nnc(-c2ccncc2)s1 | -12 | -7 | 2.4 | 0 | 1 | -5 | -27 | 2 | nt
CCOC(=O)[C@H]1[C@H]2COc3ccc(Br)cc3[C@@H]2N2C(=O)CN(Cc3ccccc3)C(=O)[C@@]12C | 12 | 12 | -1.8 | 2 | -1 | -2 | -10 | 1 | i

Structural class, those above containing fluorine
SMILES | CendR NRP1 mod | FAS-TE inh | MsrA inhibitor | Rin1 Abl inh | E coli Lon inh | bovine MsrA act | SKN-1 inh | MT1-MMP act inh | Neddylation inh
CC(=O)c1ccc(-c2ccc(C(=O)NCC(c3ccc(F)cc3)N3CCOCC3)o2)cc1 (centres undefined) | 5 | 1 | 3.8 | -3 | -7 | -7 | 11 | -5 | +
O=C(NN1CCOCC1)c1sc2cccc(F)c2c1Cl | -4 | 4 | -0.2 | 4 | -6 | -4 | 0 | -3 | i
CN(C)C(=O)c1cnc(Sc2ncc(C(F)(F)F)cc2Cl)n1C | 7 | -4 | 0.2 | 1 | 0 | 1 | 9 | 4 | i
CCOc1ccc(-n2c(=O)cc(N3CCN(c4ccc(F)cc4)CC3)[nH]c2=O)cc1 | -7 | -4 | 0.4 | 4 | -10 | -2 | 20 | 11 | i
CC1=C(C(=O)OCC2CCCCC2)C(c2ccccc2F)NC(=O)N1 (centres undefined) | 2 | 2 | -1.1 | 2 | 6 | -4 | -13 | 0 | i

Carrying on.
SMILES | CendR NRP1 mod | FAS-TE inh | MsrA inhibitor | Rin1 Abl inh | E coli Lon inh | bovine MsrA act | SKN-1 inh | MT1-MMP act inh | Neddylation inh
CCOc1ccccc1N1CCN(c2nc3ccccc3nc2C(C#N)C(=O)OC(C)C)CC1 (centres undefined) | 2 | -4 | -1.0 | -3 | -4 | -9 | -3 | -1 | i
CCN(C(=O)Cc1c(C(=O)O)n(C)c2ccccc12)c1cc(OC)ccc1OC | -3 | -5 | 1.5 | 1 | -1 | 0 | 8 | 1 | i
CCCCCN(C(=O)CCC(=O)OC(C)C(=O)Nc1ccccc1C)c1c(N)n(CCCC)c(=O)[nH]c1=O (centres undefined) | -2 | -5 | -1.1 | -1 | 5 | -11 | 0 | nt | i
O=C(O)Cc1sc(N/N=C\c2ccccc2)nc1-c1ccccc1 | -72 | -14 | 1.3 | 3 | -24 | -5 | 21 | -13 | i
O=c1[nH]c(CN2CCCCC2)nc2c1C1(CCCCC1)Cc1ccccc1-2 | -10 | -1 | -0.7 | -2 | -4 | 0 | -8 | 0 | i
CC1(C)CC(=O)C(C=NCCN2CCNCC2)=C(O)C1 | 1 | -2 | 2.2 | -1 | -2 | 7 | -4 | 0 | i
CCCC(C)NC(=S)NC(=O)c1cc(S(=O)(=O)N2CCOCC2)ccc1C (centres undefined) | -2 | 2 | -0.3 | -3 | -4 | -2 | -1 | -4 | i
COc1cccc(CNC(=O)CCNS(=O)(=O)c2ccc3c(c2)oc(=O)n3C)c1 | 1 | -3 | -1.1 | 0 | -4 | -9 | -26 | -2 | i
COc1cccc(NC(=O)NCc2ccccc2F)c1 | -7 | 1 | -1.0 | -2 | 1 | -4 | -7 | 3 | i
O=c1c2c(nc3nc(CCc4ccccc4)[nH]n13)CCC2 | 4 | -3 | 0.3 | -3 | -6 | -3 | 27 | -3 | i
Cc1ccc(Cl)cc1N1CCN(C(=O)CSc2nnc3n2C(C)(C)Cc2ccccc2-3)CC1 | -4 | 20 | -0.1 | 0 | 0 | 0 | 16 | -12 | i
COc1ccc(OC)c(-c2cc(C3CCN(C(=O)OC(C)(C)C)CC3)[nH]n2)c1 | 3 | 9 | 0.5 | 1 | 7 | 0 | 5 | -2 | i
Cc1nn(Cc2ccccc2)c(C)c1C(=O)OCC(=O)c1cc(C)n(C2CC2)c1C | 0 | 18 | -0.8 | 3 | -3 | 1 | -11 | -1 | i
COC(=O)c1cc(S(=O)(=O)NCC2CCN(Cc3cccc(Cl)c3)CC2)c[nH]1 | 6 | -5 | 0.1 | 2 | -2 | -3 | 10 | -2 | i
Cc1nnc(SCC(=O)NCc2ccccc2)[nH]c1=O | 2 | -7 | -0.8 | -3 | -6 | -11 | -7 | 5 | i
COc1ccc(CCN2C(=O)CC(NNC(=O)c3cccc(O)c3)C2=O)cc1 (centres undefined) | -8 | -15 | -0.8 | 0 | -1 | -7 | -3 | 4 | i
C=CCn1cc(Cl)c(=O)n(CC=C)c1=O | 7 | -4 | 0.0 | 6 | -9 | -2 | 4 | 4 | i
CN1CCCN(C(=O)c2cccc3ccccc23)CC1 | 6 | -6 | -1.7 | -1 | 15 | -2 | -6 | 1 | i
Cn1cnnc1SCc1ccccc1 | 7 | -8 | -0.4 | 4 | -1 | 1 | 8 | 4 | i
Cn1nc([N+](=O)[O-])nc1Sc1cccc2cccnc12 | 14 | 0 | -1.1 | -2 | -6 | 2 | 4 | 2 | i
COc1ccc(C2=Nn3c(nnc3-c3ccccc3)SC2)cc1OC | 0 | -3 | 0.2 | 1 | 6 | -2 | -2 | 2 | i
COc1ccc(C2C=C(Nc3ccccc3)C(=O)N2c2ccccc2)cc1OC (centres undefined) | 13 | 30 | -0.2 | 1 | -22 | -3 | 14 | 1 | i
CCCCCCN1C[C@H](n2cc(C3CC3)nn2)[C@@H](O)C[C@@H]1c1ccccc1 | -11 | 37 | -0.2 | 1 | 1 | -3 | 15 | -7 | i
O=C(Nc1nc2ccc(F)cc2s1)c1cccc(S(=O)(=O)N2CCc3ccccc32)c1 | 4 | 37 | -0.1 | 2 | -5 | -5 | 11 | -3 | i
CCN1CCCC1CNC(=O)c1cc2cc(F)ccc2[nH]1 (centres undefined) | 4 | -4 | 0.3 | -3 | -6 | -2 | -4 | -5 | +
Continuation.
SMILES | CendR NRP1 mod | FAS-TE inh | MsrA inhibitor | Rin1 Abl inh | E coli Lon inh | bovine MsrA act | SKN-1 inh | MT1-MMP act inh | Neddylation inh
O=C(Nc1ccn(CCCNCC(c2ccccc2)c2ccccc2)c(=O)n1)OCc1ccccc1 | -4 | -1 | -2.1 | -1 | 0 | 0 | 10 | 4 | i
CC1CCCCC1NC(=O)COC(=O)c1ccc2c(c1Cl)C(=O)c1ccccc1C2=O (centres undefined) | 17 | 6 | 0.3 | -1 | -8 | -3 | 1 | 3 | i
Nc1cc(C(=O)OCC(=O)N2CCC(Cc3ccccc3)CC2)ccc1Cl | 3 | 2 | -0.4 | -1 | 4 | -2 | 5 | -1 | i
Cc1cccc(N(CC(=O)N/N=C/c2cc([N+](=O)[O-])ccc2Cl)S(C)(=O)=O)c1C | 16 | 51* | nt | -1 | -7 | -8 | -6 | 4 | i
N#Cc1c2nc3ccccc3nc2n2cc(NC(=O)c3ccc(F)cc3)ccc12 | -34 | -8 | 1.6 | -3 | 1 | -11 | 13 | -3 | i
CCc1ccc(CNC(=O)C2CCN(S(=O)(=O)N3CCC4(CC3)OCCO4)CC2)cc1 | 6 | -2 | -1.1 | 1 | 2 | 0 | 3 | -1 | i
COC(=O)CSc1ncnc2c1sc1nc(N3CCOCC3)c3c(c12)CCCC3 | 8 | 8 | 0.2 | -72 | -5 | -3 | -5 | -1 | i
COc1ccc(NC(=O)c2ccc(-c3ccc([N+](=O)[O-])cc3)o2)cc1OC | -3 | 13 | 1.4 | -5 | 9 | -1 | 4 | 3 | i
Cc1ccc(NC(=O)COC(=O)C2=COCCO2)cc1 | 3 | -4 | -1.4 | -1 | -7 | 5 | 3 | 8 | i
O=C(CN(c1ccccc1)S(=O)(=O)c1ccccc1)Nc1ccccc1C(=O)NCc1ccco1 | -19 | 18 | 0.8 | 0 | -5 | -1 | 5 | -4 | i
Cc1c(C(N)=O)sc2ncn(CC(=O)OC(C)C)c(=O)c12 | 6 | -8 | 0.6 | 1 | -8 | -5 | 3 | 3 | i
CCN(CC)c1ccc(/C=N/N2CCN(Cc3ccccc3)CC2)cc1 | -10 | 18 | 4.3 | 0 | 6 | -3 | -11 | 1 | i
O=Cc1c(NC2CCCCC2)c2ccccc2[nH]c1=O | -5 | 0 | 1.0 | 1 | -11 | -1 | 0 | -1 | i
COCCCNc1ccn2nc(-c3cccc(Cl)c3)cc2n1 | -6 | 1 | 0.8 | 0 | -11 | -1 | 18 | 12 | nt

Source: PubChem

No enrichment for hits; about 4.2% have a hit in one of these screens.
